KCNQ2 inh – KCNQ2 potassium channel inhibitors, primary screen, cell-based, CHO-K1, FluxOR thallium flux, B-score (AID 2156); Potassium voltage-gated channel subfamily KQT member 2 (Rattus norvegicus), O88943; 20 min; hits give low values; B-score at 10 µM; actives 1.1% (n = 310,000);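 active = fluorescence ratio B-score at most minus 3 library SDs, with starting brightness B-score within 2 library SDs, cut at about -5.5 in these data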
Kir21 inh – inhibitors of mouse Kir2.1 inward-rectifier potassium channel | B-score at 10 µM | actives 0.85% (n = 310,000) | HEK293-Kir2.1, FluxOR thallium flux fluorescence; hits give low values | Inward rectifier potassium channel 2 (Mus musculus), P35561 | AID 1672, 2009;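 active = fluorescence ratio B-score at or below minus 3 SD of library scores, with starting-brightness B-score within 2 SD, cut at about -4.2 in these data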;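 note: channel flux triggered by added potassium and thallium sulfate stimulus; B-score of peak minus minimum fluorescence over baseline after thallium stimulus; more negative B-score means stronger Kir2.1 block with less thallium influx; some compounds called inactive have numbers as strong as hits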
Target sequence (P35561 whole entry, looked up): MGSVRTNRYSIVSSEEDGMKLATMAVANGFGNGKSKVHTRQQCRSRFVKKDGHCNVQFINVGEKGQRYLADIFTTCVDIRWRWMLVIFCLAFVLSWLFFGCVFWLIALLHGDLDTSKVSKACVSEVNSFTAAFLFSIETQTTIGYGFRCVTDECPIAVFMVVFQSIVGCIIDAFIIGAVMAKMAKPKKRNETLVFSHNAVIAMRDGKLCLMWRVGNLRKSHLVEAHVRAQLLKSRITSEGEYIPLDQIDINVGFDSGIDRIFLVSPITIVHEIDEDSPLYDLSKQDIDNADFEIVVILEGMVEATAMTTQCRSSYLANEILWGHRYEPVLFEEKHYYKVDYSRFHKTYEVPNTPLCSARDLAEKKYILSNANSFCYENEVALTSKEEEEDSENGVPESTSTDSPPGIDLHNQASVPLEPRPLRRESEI
CHT inh – inhibitors of human choline transporter CHT; High affinity choline transporter 1 (Homo sapiens), Q9GZV3; CHT-expressing cells, membrane potential dye, choline response; hits give low values; B-score at 10 µM; actives 0.86% (n = 310,000);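 active = B-score over 3 SD under the library average, and starting fluorescence ratio not unusually high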;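 note: choline stimulus applied at its EC90 after an EC20 pre-addition; B-score computed on integrated fluorescence ratio after choline addition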
Target sequence (Q9GZV3 whole entry, looked up): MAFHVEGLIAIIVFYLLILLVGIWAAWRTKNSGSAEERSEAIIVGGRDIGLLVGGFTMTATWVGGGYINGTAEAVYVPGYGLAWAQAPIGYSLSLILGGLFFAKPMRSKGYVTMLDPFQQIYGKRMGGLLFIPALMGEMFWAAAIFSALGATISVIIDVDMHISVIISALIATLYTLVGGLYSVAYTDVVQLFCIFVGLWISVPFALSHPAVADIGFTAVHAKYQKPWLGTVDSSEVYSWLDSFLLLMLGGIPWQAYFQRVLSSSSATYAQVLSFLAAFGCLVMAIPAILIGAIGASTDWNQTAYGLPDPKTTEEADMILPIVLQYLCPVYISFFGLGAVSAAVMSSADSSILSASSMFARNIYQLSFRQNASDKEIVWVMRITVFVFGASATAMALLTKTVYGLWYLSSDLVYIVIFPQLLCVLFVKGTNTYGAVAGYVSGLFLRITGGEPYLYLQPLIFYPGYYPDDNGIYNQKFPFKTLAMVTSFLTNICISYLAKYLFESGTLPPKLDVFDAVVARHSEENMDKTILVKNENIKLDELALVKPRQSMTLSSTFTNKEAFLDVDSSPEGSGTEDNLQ
Active calls of the source: *; i = inactive; x = no result given.

CHT inh	Kir21 inh	KCNQ2 inh	SMILES
i	-0.25	i	COC(=O)[C@]1(Cc2ccccc2)N[C@H](c2ccc(-c3ccc4c(c3)OCO4)cc2)[C@@H]2C(=O)N(C)C(=O)[C@@H]21
i	0.03	i	CCOc1ccc(S(=O)(=O)NCc2ccc3c(c2)OCO3)cc1C(=O)O
i	0.13	i	CC1(C)CC(=O)C(Sc2ccccc2C(=O)O)=C(O)C1
i	0.63	i	COc1ccc(Nc2nc(-c3ccc(OC)cc3)c(CCC(=O)O)s2)cc1
i	0.25	i	O=C(COC(=O)c1cccc(Cl)c1)Nc1ccc2[nH]c(=O)[nH]c2c1
i	1.7	i	CCOC(=O)c1cc(NC(=O)Nc2ccccc2Cl)c(C)nc1C
i	1.7	i	COc1ccc(CS(=O)(=O)c2nc(C)cc(C)c2S(C)(=O)=O)cc1
i	-0.01	i	Cc1ccc(NCc2nnc(SCC(=O)O)n2Cc2ccccc2)cc1Cl
i	-0.13	-8.4*	O=C(Nc1ccc(Cl)c(Cl)c1)N1CC=C(c2ccccc2)CC1
i	-0.69	i	COc1ccccc1NC(=O)c1ccc([N+](=O)[O-])o1
x	-3	i	CC(C)N1CCN(C(=O)C2CCC(=O)N(CCc3cccc(F)c3)C2)CC1 (stereo unspecified)
i	0.63	i	Cc1cc(C)nc(N/C(=N/S(=O)(=O)Cc2ccccc2)Nc2ccccc2)n1
i	0.95	i	CCOC(=O)C(C(=O)Nc1cccc(C)n1)C1CCCCC1 (stereo unspecified)
i	-0.43	i	CC(C)CC(NC(=O)C(Cc1ccc(OCc2ccccc2)cc1)NC(=O)OC(C)(C)C)C(N)=O (stereo unspecified)
i	0.54	i	C[N+]1=C2CCCCCN2C(O)(c2ccccc2)C1 (stereo unspecified)
i	-0.43	i	CCOC(=O)CN(Cc1ccc(OC)c(OC)c1)S(=O)(=O)c1ccc(OC)cc1
-8.4*	-1.8	i	CC(C)(C)c1ccc(C(=O)CC(Sc2ccc(Cl)cc2)C(=O)O)cc1 (stereo unspecified)
i	2	i	COc1ccc(C2CC(C(F)(F)F)n3nc(C(N)=O)c(Cl)c3N2)cc1OC (stereo unspecified)
i	-0.52	i	Cc1ccc(C2(C)NC(=O)N(CC(=O)Nc3cccnc3Cl)C2=O)cc1 (stereo unspecified)
i	0.77	i	O=C(Nc1ccccc1)c1cccc(S(=O)(=O)Nc2ccccn2)c1
i	-1.1	i	COc1cc(OC)cc(-c2nc3ccccc3c(=O)n2NC(=O)c2cccnc2Cl)c1
i	-1.8	i	COc1cccc(CC(=O)N2CCC(CCC(=O)Nc3cccc(OC)c3)CC2)c1
i	-1.5	i	C=C(C)C1CC=C(C)/C(=N/NC(=O)CCCNc2cccc(C)c2)C1 (stereo unspecified)
i	0.62	i	Cc1cc(CN(C)C(=O)CC2C(=O)NCCN2Cc2c(F)cccc2Cl)n[nH]1 (stereo unspecified)
i	-1.1	-5.9*	COC(=O)C(Cc1ccc(OC(=O)c2ccccc2C)cc1)N1Cc2ccccc2C1=O (stereo unspecified)
i	-0.81	i	Cc1ccc(Cn2nnc3c(=O)n(CC(=O)c4ccccc4)cnc32)cc1
i	-0.38	i	CC1(C)CC(=O)C=C(Nc2ccccn2)C1
i	-1.2	i	O=C1[C@H]2[C@@H](c3ccc(F)cc3)N3C(=O)N(c4ccccc4)C(=O)[C@@]3(Cc3ccccc3)[C@H]2C(=O)N1C1CCCCC1
i	-0.8	i	c1ccc(CSc2nnc(Cc3ccccc3)o2)cc1
i	1.4	i	COc1ccc(N2C3=[N+](CC2(C)O)c2ccccc2CC3)cc1 (stereo unspecified)
i	-0.06	i	COc1ccc(-c2ccc(C#N)c(SCC(=O)NC3CC3)n2)cc1OC
i	-0.05	i	CCOC(=O)C(=O)N1CCN(c2ccccc2OC)CC1
i	0.04	i	NS(=O)(=O)c1ccc(CNC(=O)CNC(=O)Cc2ccccc2)cc1
-11*	-2.5	i	CCN1CCn2c3c(c4cccc(C)c42)CCCC31 (stereo unspecified)
i	-0.28	i	NC(=O)c1ccc(NC(=O)COC(=O)CC(NC(=O)c2ccccc2Cl)c2ccccc2)cc1 (stereo unspecified)
i	-0.01	i	CN(C)c1ccc(CNc2ncc(Br)cc2Br)cc1
i	0.27	i	COC(=O)c1cc(NC(=O)COC(=O)C2CCC2)cc(C(=O)OC)c1
i	2.3	i	COc1ccc(CCN2C(=O)CC(N3CCOCC3)C2=O)cc1OC (stereo unspecified)
i	-0.45	i	COc1cccc(/C=C(\C#N)c2nc3ccc(C)cc3[nH]2)c1OCC(=O)O
i	-0.39	i	COc1ccc(C)cc1S(=O)(=O)N1c2ccccc2CC1C (stereo unspecified)
i	-0.43	i	Cc1nc2sc3c(c2c(=O)[nH]1)CCCCC3
-5.3*	-0.58	i	Oc1c(Br)cc(Br)cc1C=Nc1ccc2c(c1)OCCO2
i	-0.87	i	Cc1ccc(NC(=O)c2cnn(-c3ccccc3)c2C)c(C)c1
i	-0.88	i	CCOC(=O)c1cc(NC(=O)Cc2ccc(S(=O)(=O)N3CCOCC3)s2)cc(C(=O)OCC)c1
i	0.44	i	CC1(C)Cc2ccccc2-c2nnc(SCC(=O)Nc3nc4ccccc4s3)n21
i	-0.04	i	COc1ccc(OCC(=O)N/N=C(\C)c2ccc(-n3ccnc3)cc2)cc1
i	-1.9	i	Cc1cc(S(=O)(=O)NCCc2ccncc2)cc(C)c1F
i	-2.3	i	NC(=O)SCC(=O)Nc1ccc(Cl)cc1

Among those listed so far, two contain bromine:
CHT inh	Kir21 inh	KCNQ2 inh	SMILES
i	-0.01	i	CN(C)c1ccc(CNc2ncc(Br)cc2Br)cc1
-5.3*	-0.58	i	Oc1c(Br)cc(Br)cc1C=Nc1ccc2c(c1)OCCO2

Another view of part of the listing above:
Cc1cc(S(=O)(=O)NCCc2ccncc2)cc(C)c1F
- CHT inh = i
- Kir21 inh = -1.9
- KCNQ2 inh = i

NC(=O)SCC(=O)Nc1ccc(Cl)cc1
- CHT inh = i
- Kir21 inh = -2.3
- KCNQ2 inh = i

Continuation:
CHT inh	Kir21 inh	KCNQ2 inh	SMILES
i	-0.42	i	c1ccc(-c2ccc3ccccc3n2)cc1
i	0.05	i	COc1ccc(C)cc1S(=O)(=O)Nc1cc2c3c(c1)CC(=O)N3CCC2
-19*	-0.05	i	Cn1c(=NCC(O)COc2ccccc2)sc2ccccc21 (stereo unspecified)
i	-0.36	i	CC1CCCC(C)N1CC(O)COCc1ccccc1 (stereo unspecified)
i	1.8	i	CC1(C)Cc2c(cnn2-c2ccccc2)C(=O)/C1=N\NC(=O)c1ccccc1
i	1.2	i	O=C(NCC(=O)N(c1ccccc1)C(C(=O)NC1CCCC1)c1cccnc1)c1ccco1 (stereo unspecified)
i	2	i	CCCCN(CC)C(=O)c1ccc2c(c1)OCO2
i	-0.87	i	Cc1ccc(/C=C(\NC(=O)c2ccc(C)cc2)C(=O)NCCCn2ccnc2)cc1
i	-0.03	i	CNC(=O)c1c(NC(=O)CS(=O)(=O)c2ccc(Cl)cc2)sc(C)c1C
i	-1.1	i	Cc1c(OC(C)C(=O)NCc2ccncc2)ccc2c3c(c(=O)oc12)CCC3 (stereo unspecified)
i	-0.92	i	OC(CN1CCOCC1)Cn1cnc2ccccc21 (stereo unspecified)
i	-1.5	i	CCC(C)(C)NC(=O)CN(C(=O)CCC(=O)Nc1ccccn1)c1ccc2c(c1)OCO2
i	0.38	i	COc1ccc(C(=O)NCCNC(=O)c2ccccn2)cc1
i	-5.3	i	COc1cc(/C=C2/SC(=S)N(Cc3ccccc3)C2=O)cc(Cl)c1O
i	1.6	i	CCOc1ccc(S(=O)(=O)Nc2cc(S(=O)(=O)N(CC)CC)ccc2N2CCCC2)cc1
i	-0.04	i	COC(=O)c1[nH]c(=O)c2ccccc2c1O
i	0.36	i	O=C(c1ccc(CS(=O)(=O)c2ccccc2)o1)N1CCOCC1
i	1.1	i	Cc1onc(-c2ccccc2Cl)c1C(=O)N1CCN=C1SCc1cccnc1
i	-0.06	i	COc1ccc(-c2ocnc2C(=O)Nc2ccccc2N2CCCCC2)cc1
i	-0.81	i	Cc1ccc(/C=N/N2C(=O)C3C(C2=O)C2C=CC3C23CC3)o1 (stereo unspecified)
i	-0.25	i	COc1ccc(Cl)cc1NC(=S)N1CCN(c2ncccn2)CC1
i	-0.78	i	Cc1ccc(O)c(C(CC(=O)NC(C)C)c2ccccc2)c1 (stereo unspecified)
i	-0.34	i	O=C(Nc1ccc2c(c1)CCCN2C(=O)c1cccs1)c1c(F)cccc1Cl
i	1.8	i	CC(C)Nc1nc2nonc2nc1Nc1ccccc1
i	0.49	i	CO/N=C/C1C(=O)NN=C1c1ccccc1 (stereo unspecified)
i	-1.1	i	O=C(CSc1ccccc1)Nc1nnc(/C=C/c2ccccc2)s1
i	-1.9	i	CCOc1cccc(C2C(C(=O)c3ccco3)=C(O)C(=O)N2Cc2ccncc2)c1 (stereo unspecified)
i	-0.56	i	CCN(CC(=O)NC(=O)NCc1ccco1)Cc1nc2ccccc2c(=O)[nH]1
i	0.42	i	O=C(CNC(=O)N1CC(=O)Nc2ccccc21)Nc1ccc(Cl)cc1
i	-0.45	i	CN(C(=O)CSc1nc(O)cc(=O)n1-c1ccccc1F)c1ccccc1
i	1.9	i	O=C(NCc1ccc(F)cc1)C1CCCN(S(=O)(=O)c2ccc(-n3cnnn3)cc2)C1 (stereo unspecified)
i	0	i	O=C(CNC(=O)c1ccccc1Br)N/N=C/c1ccccc1O

Single records (already shown). Order of screens: CHT inh	Kir21 inh	KCNQ2 inh
O=C(NCc1ccc(F)cc1)C1CCCN(S(=O)(=O)c2ccc(-n3cnnn3)cc2)C1 (stereo unspecified) is listed as i	1.9	i
O=C(CSc1ccccc1)Nc1nnc(/C=C/c2ccccc2)s1 is listed as i	-1.1	i
CCOc1cccc(C2C(C(=O)c3ccco3)=C(O)C(=O)N2Cc2ccncc2)c1 (stereo unspecified) is listed as i	-1.9	i

Carrying on.
CHT inh	Kir21 inh	KCNQ2 inh	SMILES
i	-0.05	i	CCOc1ccc(-n2nc3ccc(NC(=O)CC)cc3n2)cc1
i	-0.95	i	Nc1nc(F)cc(N2CCCCCC2)n1
i	0.53	i	CC(C)(C)c1cc(C(=O)N/N=C/c2ccc([N+](=O)[O-])s2)n[nH]1
i	1.1	i	COc1ccc(/C=C/C(=O)C2CC2)cc1COc1cccc(C)c1C
i	-0.47	i	CCN(CC)P(=O)(C(NC(=O)OC)C(F)(F)C(F)(F)C(F)(F)C(F)F)N(CC)CC (stereo unspecified)
i	0.37	i	Cc1ccccc1-c1cc(C(=O)Nc2nc3c(s2)CCCC3)c2ccccc2n1
i	-0.2	i	Cc1cccc(NC(=O)c2ccc3c(c2)CCN3S(C)(=O)=O)c1C
i	1	i	Cc1nn(CC(=O)Nc2cccc(S(N)(=O)=O)c2)c(C)c1[N+](=O)[O-]
i	0.2	i	CC12CCC(C/C1=N\OC(=O)c1ccc(F)cc1)C2(C)C (stereo unspecified)
i	0.5	i	O=C(NCC1COc2ccccc2O1)c1ccc(NC(=O)C(c2ccccc2)c2ccccc2)cc1 (stereo unspecified)
i	-0.66	i	CCN(CC)CCOC(=O)c1ccc2c(c1)OCCO2
i	-2.6	i	CCC(=O)Nc1ccccc1C(=O)N1CCOCC1
i	0.32	i	O=C(CS(=O)(=O)c1ccccc1)NC1CCCCC1
i	-4.1	i	O=C(O)CC12CC3CC(C1)CC(n1ncc(NCc4ccc(F)cc4Cl)c(Cl)c1=O)(C3)C2
i	-2.2	i	CCC(=O)c1ccc(OCC(=O)NCCC2=CCCCC2)c(OC)c1
i	0.17	i	COc1cc(SC)ccc1C(=O)N1CCN(c2ccccc2F)CC1
i	0.59	i	S=c1[nH]nc(Cc2ccccc2)n1Cc1ccco1
i	-0.94	i	Cn1c(=O)c2c(nc3sccn32)n(C)c1=O
i	-0.54	i	CCOc1ccc(NC(=O)COC(=O)CCCc2c[nH]c3ccccc23)cc1
i	0.13	i	Cc1[nH]n(-c2ccc(Cl)cc2)c(=O)c1/C=N/c1nnc(-c2ccccc2)s1
i	-1.3	i	CC(C)N(CC(N)=O)C(=O)c1sc2cc(F)ccc2c1Cl
i	0.5	i	COc1cccc(Nc2nnc(SCn3nnc4ccccc4c3=O)s2)c1
i	0.01	i	Cc1ccc(S(=O)(=O)C2(C(=O)Nc3ccc(Br)cc3)CC2)cc1
i	-0.22	i	CCCCc1ccc(S(=O)(=O)Nc2ccc(C)c(NS(C)(=O)=O)c2)cc1
i	1	i	Cc1ccc2nc(SC(C)C(=O)Nc3cccc([N+](=O)[O-])c3)[nH]c2c1 (stereo unspecified)
i	-0.51	i	O=C(Cc1ccc(S(=O)(=O)N2CCCC2)s1)N1CCOCC1
i	-0.09	i	O=C(/C=C/c1ccccc1[N+](=O)[O-])N1CCN(c2ccc(F)cc2)CC1
i	0.17	i	CCOC(=O)N1CCC(N2C(=O)c3ccccc3C2Nc2ccc(C)cc2)CC1 (stereo unspecified)
i	0.36	i	NS(=O)(=O)c1ccc(NC(=O)CSc2ccccc2)cc1
i	-0.48	i	Cn1c(C(=O)Nc2ccccc2)cc2sccc21

Source: PubChem BioAssay (Johns Hopkins Ion Channel Center)
